# Screens as filed in PubChem.
# MCL1 BIM primary – inhibitors of human MCL1 binding to BIM-BH3 peptide; actives 0.68% (n = 320,000); GST-MCL1 / FITC-Bim-BH3 fluorescence polarization; inhibition, % at 10.9 µM; Q07820;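 active = inhibition above the mean inhibition of all tested compounds plus 3 SD, set per campaign, cut at about 40% in these data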;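 note: 0% = DMSO wells and 100% = unlabeled Bim-BH3 peptide control; higher means more loss of mP so more displacement of Bim peptide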
# GLD-1 RNA inh – GLD-1-TGE RNA interaction inhibition (C. elegans); purified GLD-1 + fluorescein TGE RNA, fluorescence polarization; inhibition, % at 5.96 µM; actives 0.44% (n = 320,000); AID 2280;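 active = percent inhibition above a per-plate cutoff, the plate mean of test compounds plus 3 SD, cut at about 30% in these data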;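 note: 0% = DMSO wells with GLD-1 and probe and 100% = wells lacking GLD-1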
# Target sequence (Q17339 whole entry, looked up): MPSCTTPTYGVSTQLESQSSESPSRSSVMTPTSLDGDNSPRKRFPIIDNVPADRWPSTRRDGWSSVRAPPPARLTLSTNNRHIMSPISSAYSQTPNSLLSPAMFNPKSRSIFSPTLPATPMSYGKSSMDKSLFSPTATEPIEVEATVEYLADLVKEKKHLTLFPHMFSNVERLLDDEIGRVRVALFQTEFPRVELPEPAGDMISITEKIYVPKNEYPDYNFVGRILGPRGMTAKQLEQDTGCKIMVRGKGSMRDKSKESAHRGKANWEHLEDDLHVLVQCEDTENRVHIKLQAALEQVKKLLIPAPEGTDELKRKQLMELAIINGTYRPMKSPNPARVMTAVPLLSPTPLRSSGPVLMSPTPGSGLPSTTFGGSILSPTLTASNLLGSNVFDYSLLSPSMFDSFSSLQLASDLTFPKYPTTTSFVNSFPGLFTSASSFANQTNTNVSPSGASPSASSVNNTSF
# Fam108B inh – blocks mouse Fam108B hydrolase in RBBP9 counter-screen. recombinant Fam108B, FP-Rh probe fluorescence polarization. inhibition, % at 9.51 µM. actives 0.33% (n = 300,000). AID 1947;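 active = inhibition above the screen mean inhibition plus 3 SD, computed separately per campaign, cut at about 18% in these data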;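 note: inhibitors lower polarization as less probe binds the enzyme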
# Bcl-xL primary – blocks human Bcl-xL binding to Bim BH3 peptide. Q07817. GST-Bcl-xL / FITC-Bim BH3 peptide fluorescence polarization. inhibition, % at 10.9 µM. actives 0.7% (n = 320,000);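 active = inhibition above the mean of all tested compounds plus 3 SD, cutoff set per campaign, cut at about 30% in these data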;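 note: 0% = DMSO wells and 100% = unlabeled Bim-BH3 peptide competitor; inhibitors lower millipolarization by displacing the labeled peptide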
# MEX-5 binding – C. elegans MEX-5 TCR-2 RNA binding activity; MEX-5/FITC-TCR2 RNA binding, fluorescence polarization; active compounds read low; activity score (negative = inhibition of binding), % at 10 µM; actives 0.38% (n = 300,000); Q9XUB2;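 active = inhibition past about -25% in most replicates, and total fluorescence under double the plate's negative control median, limit read from the data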;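 note: 0% = DMSO and -100% = 5 µM competing unlabeled TCR2 RNA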
# Target sequence (Q9XUB2 whole entry, looked up): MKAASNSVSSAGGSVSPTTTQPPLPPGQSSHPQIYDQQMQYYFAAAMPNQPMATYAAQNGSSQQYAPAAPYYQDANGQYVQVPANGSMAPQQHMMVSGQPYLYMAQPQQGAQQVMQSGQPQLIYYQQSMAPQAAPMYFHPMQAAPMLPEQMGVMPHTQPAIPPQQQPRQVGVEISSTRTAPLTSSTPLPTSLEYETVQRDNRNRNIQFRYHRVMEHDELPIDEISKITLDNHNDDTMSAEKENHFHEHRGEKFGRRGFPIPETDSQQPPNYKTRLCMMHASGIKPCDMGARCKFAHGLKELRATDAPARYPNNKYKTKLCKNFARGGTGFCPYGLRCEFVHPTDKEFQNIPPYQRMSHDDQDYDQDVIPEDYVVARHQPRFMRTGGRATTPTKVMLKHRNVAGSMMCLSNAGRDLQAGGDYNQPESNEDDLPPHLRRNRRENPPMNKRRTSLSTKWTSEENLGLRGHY
# GRK2 inh – inhibitors of human GRK2 displacing RNA aptamer | P25098 | actives 0.59% (n = 330,000) | inhibition of aptamer binding, % at 10 µM | bead flow cytometry, FAM-aptamer displacement from GRK2;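 active = inhibition of aptamer binding above 40%, roughly 3 SD of noise, on plates passing a quality check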;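 note: median bead fluorescence of bound FAM aptamer so fluorescent compounds give negative values; no value below 0 was filed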
# PME-1 primary – PME-1 (human) inhibition; Q9Y570; recombinant PME-1, FP-Rh probe fluorescence polarization; inhibition, % at 5.9 µM; actives 0.53% (n = 320,000); AID 2130;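 active = inhibition above the campaign mean of all compounds plus 3 SD, cut at about 26% in these data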;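 note: competitive labeling of PME-1 active site by serine hydrolase directed probe; 0% = PME-1 with DMSO and 100% = wells lacking PME-1 enzyme; inhibitors block probe labeling so polarization falls and inhibition rises; many of its hits are not listed in these tables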
# Efflux pump inh – blocks antifungal efflux pumps in multiplex yeast assay. S. cerevisiae Candida pump triplex, Nile Red efflux. inhibition, % at 10 µM. actives 0.44% (n = 330,000). AID 485275;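 active = plate passing quality check with inhibition over a set limit, or well fluorescence over plate mean plus 4 SD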;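 note: Nile Red retained in pooled yeast measured as flow cytometry median fluorescence; 0% = buffer negative control and 100% = Enniatin B positive control; higher means more Nile Red kept so more efflux inhibition; some compounds called inactive have numbers as strong as hits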
# VLA-4 inh – inhibition in a human VLA-4 binding assay; actives 0.2% (n = 330,000); inhibition, % (about 7 µM as worked out from the volumes in the protocol); P13612; VLA-4 expressing cells, ligand binding flow cytometry; in the data active = inhibition above about 50%
# * = called active by the depositor; nt = not tested or not shown. Some of the compounds tested; rates above refer to the full screens.
SMILES,MCL1 BIM primary,GLD-1 RNA inh,Fam108B inh,Bcl-xL primary,MEX-5 binding,GRK2 inh,PME-1 primary,Efflux pump inh,VLA-4 inh
CCC(=O)N1c2ccc(S(=O)(=O)NCc3ccccc3)cc2CC1C (stereo not drawn),4,-1,-2,1,-0.3,2,2,-0.1,6
CS(=O)(=O)N1CCC(C(=O)Nc2ccc(F)c(Cl)c2)CC1,4,-1,4,5,-0.2,0,2,-0.1,-2
O=C(COC(=O)c1c(Cl)cccc1Cl)NC1CCCCCCC1,nt,5,nt,nt,nt,3,nt,-0.3,6
Cc1ccccc1N1CCN(C2CCCN(C(=O)c3cn4c(C)cccc4n3)C2)CC1 (stereo not drawn),-4,-5,-4,1,nt,0,-2,0.1,0
Cc1ccc(C(=O)NCCC(=O)N2CCC3(CC2)NCCc2[nH]cnc23)cc1,-1,-4,-3,0,-2.3,1,-7,0.1,-3
O=C(O)c1ccc(NC(=S)NC(=O)c2ccc(-c3ccccc3)cc2)cc1,12,-2,-4,8,2.9,2,0,-0.1,4
COc1ccc(C2CC(c3ccc(Br)cc3)Nc3nc(N)nn32)cc1 (stereo not drawn),-2,1,-1,12,-1.7,0,4,0.0,3
COc1ccc(-c2cc(C(=O)NCc3ccco3)c3ccccc3n2)c(OC)c1,0,1,-1,0,0.2,30,-2,0.1,9
COc1cc(C(C(=O)NC(C)(C)C)N(C(=O)CNC(=O)c2cccs2)c2cccnc2)cc(OC)c1OC (stereo not drawn),-1,-4,0,3,-1.4,1,-3,-0.1,22
COC(=O)c1ccc(CSc2nnnn2Cc2ccccc2)cc1,0,-7,5,-2,-3.3,1,3,0.1,5
O=C1CC(c2ccccc2)Cc2nc(N3CCc4ccccc4C3)ncc21 (stereo not drawn),3,2,-2,9,1.6,4,0,-0.1,13
O=C(/C=C/c1ccc(F)cc1)NCCc1ccc2c(c1)OCCO2,-7,5,-2,-1,0.6,0,-3,-0.3,-1
Cc1ccc(NC(=O)c2cc(S(=O)(=O)c3ccccc3)ccc2Cl)cc1,-2,-3,-5,4,0.9,0,8,0.0,10
Cc1c(Cl)cccc1NC(=S)NCc1cccs1,7,3,-1,8,-0.5,0,-1,-0.1,12
S=C1NCCOCCOCCOCCNC(=S)NCCOCCOCCOCCN1,13,0,2,5,1.1,0,0,0.0,4

# 10 compounds out of the list, sorted by number of heavy atoms, largest number first:
SMILES,MCL1 BIM primary,GLD-1 RNA inh,Fam108B inh,Bcl-xL primary,MEX-5 binding,GRK2 inh,PME-1 primary,Efflux pump inh,VLA-4 inh
Cc1ccccc1N1CCN(C2CCCN(C(=O)c3cn4c(C)cccc4n3)C2)CC1 (stereo not drawn),-4,-5,-4,1,nt,0,-2,0.1,0
COc1ccc(-c2cc(C(=O)NCc3ccco3)c3ccccc3n2)c(OC)c1,0,1,-1,0,0.2,30,-2,0.1,9
Cc1ccc(C(=O)NCCC(=O)N2CCC3(CC2)NCCc2[nH]cnc23)cc1,-1,-4,-3,0,-2.3,1,-7,0.1,-3
O=C(O)c1ccc(NC(=S)NC(=O)c2ccc(-c3ccccc3)cc2)cc1,12,-2,-4,8,2.9,2,0,-0.1,4
Cc1ccc(NC(=O)c2cc(S(=O)(=O)c3ccccc3)ccc2Cl)cc1,-2,-3,-5,4,0.9,0,8,0.0,10
COc1ccc(C2CC(c3ccc(Br)cc3)Nc3nc(N)nn32)cc1 (stereo not drawn),-2,1,-1,12,-1.7,0,4,0.0,3
COC(=O)c1ccc(CSc2nnnn2Cc2ccccc2)cc1,0,-7,5,-2,-3.3,1,3,0.1,5
O=C(COC(=O)c1c(Cl)cccc1Cl)NC1CCCCCCC1,nt,5,nt,nt,nt,3,nt,-0.3,6
CS(=O)(=O)N1CCC(C(=O)Nc2ccc(F)c(Cl)c2)CC1,4,-1,4,5,-0.2,0,2,-0.1,-2
Cc1c(Cl)cccc1NC(=S)NCc1cccs1,7,3,-1,8,-0.5,0,-1,-0.1,12

# Continuation.
SMILES,MCL1 BIM primary,GLD-1 RNA inh,Fam108B inh,Bcl-xL primary,MEX-5 binding,GRK2 inh,PME-1 primary,Efflux pump inh,VLA-4 inh
CC(=O)Nc1nc(-c2ccc3c(c2)CCO3)cs1,5,-7,4,5,-2.7,1,0,0.1,0
CCN(CC)CCP(=O)(c1ccccc1)c1ccccc1,1,1,-1,-2,-1.5,2,1,-0.6,-2
O=C(NCc1cn2ccsc2n1)c1c(F)cccc1Cl,1,6,3,1,-0.8,3,-3,0.0,4
C[C@H](NC(=O)c1ncn(Cc2ccccc2)c1C(=O)N[C@@H](C)c1ccccc1)c1ccccc1,-3,10,nt,-2,nt,0,-5,0.2,21
CCOCCn1ccc2c(OCC(=O)Nc3cc(OC)ccc3OC)cccc2c1=O,2,4,-1,-1,-3.0,1,-42,0.0,-2
O=C(CSc1nnc(CNC(=O)c2ccco2)o1)Nc1ccccc1C(F)(F)F,3,3,0,0,nt,2,-3,0.0,0
O=C(Cc1n[nH]c(=O)c2ccccc12)NCc1ccc(Cl)cc1,6,-5,0,-1,0.1,2,2,0.0,-9
Nc1nc(SCC(=O)Nc2ccc(Br)cc2Br)n[nH]1,nt,-1,nt,nt,nt,0,nt,-0.1,-9
N#Cc1nc(Cc2cccc3ccccc23)oc1N1CCC(C(N)=O)CC1,5,0,4,33*,-0.9,0,8,-0.2,0
CC(CNc1ccc([N+](=O)[O-])c2cccnc12)Nc1c([N+](=O)[O-])cc(C(F)(F)F)cc1[N+](=O)[O-] (stereo not drawn),3,2,2,2,0.6,0,-1,3.3,7
CC(=O)c1ccc(NC(=O)CSc2nc3ccccc3c(=O)n2CCCN2CCOCC2)cc1,nt,7,nt,nt,nt,0,nt,0.2,3
COc1ccc(OC)c(S(=O)(=O)N2CCCc3ccccc32)c1,9,0,7,5,-0.9,1,-1,-0.1,-8
CCc1nc(C(N)=O)c2[nH]c(=O)n(-c3ccccc3F)c2n1,10,3,-1,11,-1.0,1,5,-0.1,7
Cn1c(/C(C#N)=C(\O)c2cc(Cl)sc2Cl)nc2ccccc21,6,2,3,7,2.0,0,0,-0.3,4
CSc1nnc(-c2ccc(S(=O)(=O)N3CCCC3)cc2)n1C,-3,5,-1,-3,-0.5,0,0,-0.1,14
N/C(=N\S(=O)(=O)c1ccccc1)c1ccc([N+](=O)[O-])cc1,1,2,5,-5,-0.1,1,0,-0.1,-16
COc1ccc(OCC(O)Cn2ccnc2C)cc1 (stereo not drawn),-4,1,-3,-1,2.3,0,10,0.0,14
O=C(Nc1ccccc1NS(=O)(=O)c1ccc(F)cc1)C1CCCC1,2,7,-1,3,0.4,0,7,-0.1,5
C/C(=C\c1ccccc1)CN1CCN(C(C)C)C(CCO)C1 (stereo not drawn),-11,-5,2,-4,-0.1,0,1,0.0,5
CC(Sc1nnc(-c2ccc(Cl)cc2)n1C)C(N)=O (stereo not drawn),-5,-4,0,-2,-1.7,1,-2,0.0,0
O=C(NCc1ccccc1C(F)(F)F)C1CC(c2ccc(C(F)(F)F)cc2)=NO1 (stereo not drawn),0,6,3,0,-6.0,2,-1,-0.1,18
CC1=C(C)CC(C(=O)Nc2nc(C)cs2)C(C(=O)O)C1 (stereo not drawn),2,1,-1,1,1.0,1,0,0.0,2
COc1ccc(N2CC(C(=O)Nc3nnc(Cc4ccccc4)s3)CC2=O)cc1 (stereo not drawn),2,-1,-1,2,1.2,2,1,0.1,-5
COCCN(CCOC)C(=O)CCn1c(=O)oc2ccccc21,2,-8,-1,3,0.4,8,2,0.3,24
Cc1ccc(C2C(C(=O)c3cccs3)=C(O)C(=O)N2c2nnc(C)s2)cc1 (stereo not drawn),86*,101*,0,96*,-67*,0,-4,0.0,3
CC(C)c1ccc(CNCCCSc2ncccn2)cc1,2,-1,-4,0,-0.7,0,-2,-0.1,10
CCOc1cc(/C=N/NC(=O)c2cccc(S(=O)(=O)N3CCOCC3)c2)ccc1OCC(=O)N(C)C,0,-2,-1,3,-1.7,0,-5,-0.1,-3
CCOC(=O)c1sc2nc(CC(=O)OC)nc(N(C)CCc3ccccn3)c2c1C,5,8,0,4,-1.4,0,2,-0.1,9
C/C(=N\NC(=O)c1n[nH]c2c1CCC2)c1ccco1,4,4,4,-2,-1.3,0,-2,0.3,-2
COC(=O)C1CCN(c2cnccn2)CC1,3,-3,4,4,-0.1,9,4,-0.1,17
CCOC(=O)c1ccc(NC(C)=O)c([N+](=O)[O-])c1,0,-7,4,5,0.1,0,-4,-0.3,-3
CC(=O)Nc1ccc(NC(=O)C2CC(=O)N(C(C)C)C2)cc1 (stereo not drawn),-1,-4,0,2,-0.8,0,1,-0.1,0
O=C(/C=C/c1cccc([N+](=O)[O-])c1)NCCSCc1ccc(Cl)cc1,11,10,-1,8,-4.5,1,-2,-0.3,13
CCOc1ccccc1N1CCN(S(=O)(=O)c2ccc3c4c(cccc24)C(=O)N3)CC1,13,0,1,8,-1.9,11,-1,0.0,0
COC(=O)C(c1ccccc1)C1(O)CC(C)N(C)CC1C (stereo not drawn),-7,0,-3,-7,2.1,0,-1,0.1,11
CCC(C)NC(=O)C1CCCN(S(=O)(=O)c2ccc3c(c2)CC(C)N3C(=O)C2CC2)C1 (stereo not drawn),3,4,1,2,0.6,0,0,0.4,-1
CCOCCCn1c(=S)[nH]c2cc(C(=O)N3CCN(C)CC3)ccc2c1=O,2,0,1,0,-0.9,0,-4,-0.2,-2
CCn1c(CSc2nc(C)cs2)nc2cc(S(=O)(=O)N(C)C)ccc21,3,-4,-2,1,-1.7,1,7,-0.1,16
C=CCn1cnc2c(c1=O)c1nc3ccccc3nc1n2-c1ccc(C)cc1,5,1,-2,8,-1.0,0,-3,-0.1,7
Cc1c(C)c2c(OCC(=O)N[C@@H](C)C(=O)O)cc3c(c2oc1=O)CCC(C)(C)O3,9,2,0,6,1.5,0,3,-0.2,-1
CCCN1CCN(CCCNC(=O)Cn2nc(C)n3c(cc4cc(OC)ccc43)c2=O)CC1,-4,10,-4,0,1.7,0,-4,0.2,-15
O=C(NC(NC(=S)Nc1ccccc1O)C(Cl)(Cl)Cl)c1ccco1 (stereo not drawn),17,1,3,7,2.3,1,2,-0.2,-21
Cc1ccc(N2CCN(c3ccc(C)cc3)C2c2cccnc2)cc1,1,6,6,3,1.3,0,3,-0.1,-10
CCCCC(CC)C(=O)Nc1cc(C(=O)NCCC)ccc1N1CCC2(CC1)CC(c1ccccc1)=NO2 (stereo not drawn),-15,5,-4,-10,6.0,1,-7,-0.1,0
CC(c1ccccn1)N(C)C(=O)c1ccc2nc(Cc3ccccc3F)oc2c1 (stereo not drawn),11,0,-1,8,0.9,4,5,-0.2,-1
CN(C)c1ccc(C2N3CC4(C)CN2CC(C)(C3)C4O)cc1 (stereo not drawn),2,3,0,2,-0.9,0,1,0.1,0
COc1ccc(C(=O)Nc2nnc(-c3ccccc3)o2)cc1OC,8,3,-1,1,0.2,3,2,0.1,1
